# GlmU inhibition: inhibition of mycobacterial GlmU enzyme – biochemical, glucosamine-1-phosphate acetyltransferase (AID 1376). M. tuberculosis GlmU acetyltransferase enzyme assay; higher % means a stronger effect. one-dose inhibition, %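 (tested at 30 µM in the primary screen)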; IC50 in µM for titrated hits. 0.25% of 220,000 active; in the data active = inhibition above about 13%; inconclusive = no clear call, values can overlap the other calls;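 also: 0% = complete reaction with vehicle and 100% = reaction without substrate; strong numbers were not always called active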
# RmlCD inh 1536: M. tuberculosis RmlC/RmlD coupled enzyme inhibitors, primary screen, biochemical, compound mixtures, 384-well, from 1536-well plates. dTDP-4-dehydrorhamnose reductase (Mycobacterium tuberculosis (strain ATCC 25618 / H37Rv)) …. RmlC+RmlD coupled enzyme assay, percent inhibition; primary screen in compound mixtures. inhibition, % at 3.6 µM. 0.03% of 160,000 active; in the data active = inhibition mostly above about 34%, no sharp cut-off; inconclusive = no clear call, values can overlap the other calls; inactive = mostly below about 22%; also: some results filed as inactive read as strong as hits
# Target sequence (P9WH09 whole entry, looked up): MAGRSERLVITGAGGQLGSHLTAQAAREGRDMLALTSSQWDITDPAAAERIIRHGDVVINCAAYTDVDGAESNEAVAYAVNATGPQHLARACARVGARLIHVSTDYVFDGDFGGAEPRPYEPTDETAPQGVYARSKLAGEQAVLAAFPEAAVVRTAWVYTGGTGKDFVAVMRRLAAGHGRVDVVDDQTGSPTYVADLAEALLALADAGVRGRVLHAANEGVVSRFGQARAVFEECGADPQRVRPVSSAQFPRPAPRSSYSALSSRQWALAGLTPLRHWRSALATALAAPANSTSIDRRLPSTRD
# Target sequence (P9WH11 whole entry, looked up): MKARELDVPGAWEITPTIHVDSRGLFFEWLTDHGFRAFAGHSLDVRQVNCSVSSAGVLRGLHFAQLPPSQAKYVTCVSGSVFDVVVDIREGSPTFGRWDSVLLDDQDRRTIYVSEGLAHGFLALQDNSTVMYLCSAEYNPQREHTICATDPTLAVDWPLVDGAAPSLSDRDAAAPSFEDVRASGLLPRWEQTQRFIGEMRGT
# * hit, by the source's call; ? = inconclusive; nt = no result given. Some of the compounds tested, so the mix of outcomes need not match the whole.
# Value order – GlmU inhibition | RmlCD inh 1536
1) CCOc1ccccc1NC(=O)CSc1nnc(Cn2c(=O)sc3ccccc32)n1C
    7.5% | 3
2) Cc1ccc(-c2cc(C(=O)OCC(=O)Nc3ncc(C(F)(F)F)cc3Cl)c3ccccc3n2)cc1
    -0.7% | 8
3) O=C(Cc1ccccc1)c1ccc2c(c1)OCCO2
    0.3% | 9
4) C/C(Cc1ccccc1)=N\NC(=O)c1cc(C(C)(C)C)[nH]n1
    0.4% | 3
5) Oc1cc2ccccc2cc1-c1n[nH]c(=S)n1Cc1ccco1
    24% | nt
6) CC(C)Oc1ccccc1C(=O)NC(CO)C(=O)O (stereo unspecified)
    1.9% | nt
7) Cn1c(Cn2nnc3ccccc32)nnc1SCC(=O)N1CCc2ccccc21
    -1.9% | -8
8) COc1ccc(C(C)=O)cc1COC(=O)c1cccc(N(C)C)c1
    9.1% | -7
9) CCOC(=O)c1c(C)[nH]c(C)c1C(=O)CSc1nnc(-c2ccncc2)n1C
    6.2% | 5
10) O=C(CSc1nnc(-c2ccco2)n1Cc1ccccc1)c1ccc(F)cc1
    8.8% | 4
11) Cc1cccc(C(=O)NNC(=O)c2ccccc2)c1
    -2.1% | -4
12) Cc1cc(C)nc(SCC(=O)Nc2ccccc2[N+](=O)[O-])n1
    8.9% | 28
13) CCN(CC)S(=O)(=O)c1cc(NS(=O)(=O)c2cc(Cl)ccc2Cl)ccc1C
    3.0% | 8
14) Cc1ccc(S(=O)(=O)NN/C(=N/S(=O)(=O)c2ccccc2)c2ccccc2)cc1
    5.0% | -12
15) CCOc1nc(SCCOc2ccc(C)cc2)nc(N(C)C)n1
    2.6% | 26
16) Cc1nc(SCC(=O)OCc2ccccc2)c2c(=O)n(C)c(=O)n(C)c2n1
    -1.8% | 7
17) O=C(Nc1cc(F)ccc1F)N1CCN(c2ccnc3cc(Cl)ccc23)CC1
    -4.0% | -1
18) O=C(C(=O)N1CCc2ccccc2C1)c1c[nH]c2ccccc12
    -6.8% | 10
19) CC(=O)Nc1nonc1-c1nc2ccccc2n1Cc1nnc(C)o1
    6.3% | nt
20) COc1ccccc1C(=O)N1CCN(Cc2cn[nH]c2-c2ccc(F)cc2F)CC1
    -1.1% | nt
21) Cc1ccc(-c2nnc(SCC(=O)NNC(=O)COc3cccc(C)c3)n2C)cc1
    3.8% | 28
22) COCCCNC(=O)Cn1nc(-c2ccc(C)cc2)ccc1=O
    1.4% | -3
23) C/C=C/C(=O)OCC(=O)Nc1cccc(Br)c1
    -2.6% | -17
24) COc1ccc(-c2nc3ncnn3cc2C)cc1F
    -4.1% | nt
25) CCOc1ccc(CC(=O)N2CCN(c3ccc(N4CCOCC4)nn3)CC2)cc1OCC
    nt | 16
26) Cc1ccc(NC(=S)N(CCN(C)C)C(C)c2ccco2)cc1C (stereo unspecified)
    -0.6% | -8
27) CC1(C)CC2CC(C)(CN2C(=O)COC(=O)CNC(=O)c2ccc(Cl)c(Cl)c2)C1 (stereo unspecified)
    0.0% | 8
28) CCOc1ccc(NS(=O)(=O)c2ccc(NC(=O)C3CCCO3)cc2)cc1 (stereo unspecified)
    -7.3% | nt
29) Cc1cccc(NC(=O)CO/N=C/c2ccc3c(c2)OCO3)c1
    0.4% | 1
30) Cc1cccc2cc(CN(Cc3cccnc3)C(=O)c3ccccc3F)c(Cl)nc12
    3.0% | 4
31) CCn1c(SCC(=O)Nc2ccc(NC(=O)c3cccs3)cc2)nnc1-c1cccnc1
    1.4% | nt
32) C=CCn1c(O)c(C(C)=Nc2ccc(NC(C)=O)cc2)c(=O)[nH]c1=O
    -1.5% | -8
33) COc1ccc(NC(=O)COc2ccc(/C=N/n3c(C)nnc3C)cc2OC)cc1
    -1.3% | -4
34) CN(Cc1ccccc1NS(=O)(=O)c1ccc(Cl)cc1)C1CCCCC1
    7.5% | 2
35) C/C(N)=C(/C#N)C(=O)COC(=O)c1ccc(NC(N)=O)cc1
    -1.8% | nt
36) O=C(NC1CCCCC1)C(c1ccc(Cl)cc1)N1CCC2(CC1)OCCO2 (stereo unspecified)
    -1.5% | nt
37) O=C(CCCC(=O)N(CC(=O)NC1CCCCC1)Cc1ccco1)Nc1ccccn1
    0.7% | 8
38) Cc1ccc2nc(/N=C(\N)NC(=O)NC3CCCCC3)nc(C)c2c1
    -5.2% | 51
39) O=C(CSc1nnnn1Cc1ccccc1)Nc1ccc2c(c1)OCCO2
    -4.6% | 5
40) CC(=O)/C(=N\Nc1ccc(Cl)cc1)Sc1nnc(-c2ccccc2)n1-c1ccccc1
    0.1% | 6
41) CCOC(=O)C1=C(CC)OC(N)=C(C#N)C1c1cc(OC)ccc1OC (stereo unspecified)
    -3.8% | nt
42) Cc1ccc(Cn2c(=S)[nH]c3ccc(N4CCOCC4)cc3c2=O)o1
    2.2% | -9
43) Cc1nc(C(=O)Nc2ccc(Cl)cc2Cl)nn1-c1cc(OC(C)C)c(Cl)cc1Cl
    3.4% | 26
44) CCOC(=O)C1(Cc2ccccc2)CCN(CC2CC=CCC2)CC1 (stereo unspecified)
    0.7% | -3
45) O=C1c2cc(Cl)ccc2OC2(CCNCC2)C12CC(c1ccccc1)=NO2 (stereo unspecified)
    -13% | nt
46) COc1ccc(OCc2nnc(SCC(=O)N3c4ccccc4Sc4ccc(Cl)cc43)o2)cc1
    1.8% | -10
47) CC(C)c1ccc(N2CC(C)(C)C2=O)cc1
    5.4% | 6
48) COc1ccc(NC(=O)CN(c2cccc(F)c2)S(C)(=O)=O)cc1OC
    -4.4% | -3
49) CN(CC(=O)Nc1ccc(S(=O)(=O)N2CCCC2)cc1)Cc1c(F)cccc1Cl
    -5.1% | 3
50) CCc1nnc(NC(=O)CSc2nnc(C3CCCCC3)n2-c2cccc(Cl)c2)s1
    1.8% | -1
51) CN1CCN(c2ccc(S(=O)(=O)C(F)(F)F)cc2[N+](=O)[O-])CC1
    -2.7% | -8
52) Cc1ccc(-c2nnn(CC(=O)O)n2)cc1
    1.9% | 9
53) O=C(/C=C/c1ccccc1)NC(NC(=S)Nc1ccc(Cl)cc1Cl)C(Cl)(Cl)Cl (stereo unspecified)
    2.8% | -7
54) O=C(Nc1ccc(C(=O)O)cc1)/C(=C/c1ccc([N+](=O)[O-])cc1)NC(=O)c1ccccc1
    4.1% | 10
55) CC(=NCCO)c1c(O)n(C2CCCCC2)c(=O)[nH]c1=O
    -3.0% | nt
56) c1ccc(-c2noc(CSc3nnnn3-c3ccccc3)n2)cc1
    -2.6% | 11
57) O=C(/C=C/c1ccccc1)NCCSCc1ccc(Cl)cc1
    -1.9% | nt
58) CCOC(=O)CCSc1nc(-c2ccccc2)cc(C(F)(F)F)n1
    -2.5% | nt
59) CCC(=O)NCCNC(=O)c1c(SC)nsc1SC
    -0.4% | 1
60) Cc1cccc(C#N)c1NC1=CC(=O)CC(C)(C)C1
    2.7% | nt

# (listing goes on)
# Value order – GlmU inhibition | RmlCD inh 1536
61) Cc1cc(NC(=O)CSc2ncnc3c2cnn3-c2ccccc2)no1
    1.5% | -1
62) O=[N+]([O-])c1ccc(O)c(/C=N/n2cnc3ccccc32)c1
    -2.6% | 30
63) CC(NC(=O)CCc1ccccc1)c1cc2c(cc1Cl)OCCO2 (stereo unspecified)
    4.7% | 3
64) CC(C)C(C(=O)Nc1sc2c(c1C#N)CCCCC2)N1C(=O)c2ccccc2C1=O (stereo unspecified)
    -7.3% | nt
65) CCOc1ccc2c(c1)s/c(=N\S(=O)(=O)c1ccc(OC)cc1)n2C(F)F
    -3.5% | -1
66) Cc1ccc(C2/C(=C(\O)c3c(C)nc4ccccn34)C(=O)C(=O)N2CCN(C)C)o1 (stereo unspecified)
    2.2% | -5
67) CCN(CC)CC(=O)n1c2c(c3ccccc31)CCCC2
    0.8% | -3
68) COc1ccc2c(c1)C(=O)OC2CC(=O)O (stereo unspecified)
    6.5% | nt
69) CN(CCc1ccccn1)C(=S)Nc1ccc(Cl)c(Cl)c1
    1.7% | nt
70) CC1CC(C)CN(C(=O)COC(=O)c2ccc[nH]c2=O)C1 (stereo unspecified)
    -3.0% | nt
71) COc1cc(N/C(N)=N/c2nc(C)cc(C)n2)c(OC)cc1Cl
    -6.3% | -5
72) C=CCOc1c(Br)cc(CNc2ccc(NC(=O)C(C)C)cc2)cc1OCC
    -1.2% | -8
73) CCOc1ccc(N2C(=O)Nc3ccccc3C2(O)C(=O)NCc2ccco2)cc1 (stereo unspecified)
    -0.4% | 9
74) COc1cc(OC)c(/C=N/NC(N)=S)cc1Br
    -2.1% | -4
75) C=CCNC(=O)CSc1ncc2c(n1)-c1c(csc1SC)CC2
    -2.3% | -7
76) Cc1cc(C)cc(N2C(=O)CCN(Cc3ccccc3)C2=O)c1
    0.0% | 0
77) O=C(O)c1ccc(Cl)c(S(=O)(=O)N2CCCC2)c1
    -0.3% | 4
78) C=CCNC1=C(Cl)C(=O)N(c2ccccc2Cl)C1=O
    0.3% | nt
79) CCC1(C)CC(CC(=O)O)(c2ccccc2OC)CCO1 (stereo unspecified)
    ? | 12
80) COc1ccc(Cl)cc1NC(=O)C(C)OC(=O)c1ccc(NS(=O)(=O)c2ccc3[nH]c(=O)[nH]c3c2)cc1 (stereo unspecified)
    -6.0% | 11
81) CCCc1ccc(-c2cc(C(=O)NCCc3ccc(S(N)(=O)=O)cc3)c3ccccc3n2)cc1
    0.4% | 10
82) Cn1cc(SCC(=O)Nc2ccc3c(c2)OCCO3)c2ccccc21
    0.8% | -7
83) N/C(=N\OC(=O)Nc1ccccc1)c1ncc([N+](=O)[O-])s1
    1.9% | -8
84) CCn1c(SCc2ccccc2)nnc1-c1cccnc1
    2.3% | -6
85) COc1ccc(NC(=S)N2CCCCC2c2cccnc2)cc1 (stereo unspecified)
    -3.7% | 5
86) N=c1c2c3c(sc2ncn1N)CCC3
    nt | -6
87) CCOC(=O)c1ccc2c(c1)N(Cc1ccccc1C)C(=O)c1ccccc1S2=O (stereo unspecified)
    nt | -16
88) CC(C)(C)n1nnnc1C(c1ccccc1F)N1CCN(C2CCCC2)CC1 (stereo unspecified)
    -1.5% | -9
89) CCOc1ccc2nc(C)cc(Nc3ccc4c(c3)OCCO4)c2c1
    -4.4% | -7
90) CCCC(=O)NC(=S)Nc1cccc2c(O)cccc12
    -2.7% | -8

# Arranged by molar mass (rising): part of the list above.
# Value order – GlmU inhibition | RmlCD inh 1536
67) CCN(CC)CC(=O)n1c2c(c3ccccc31)CCCC2
    0.8% | -3
79) CCC1(C)CC(CC(=O)O)(c2ccccc2OC)CCO1 (stereo unspecified)
    ? | 12
85) COc1ccc(NC(=S)N2CCCCC2c2cccnc2)cc1 (stereo unspecified)
    -3.7% | 5
82) Cn1cc(SCC(=O)Nc2ccc3c(c2)OCCO3)c2ccccc21
    0.8% | -7
65) CCOc1ccc2c(c1)s/c(=N\S(=O)(=O)c1ccc(OC)cc1)n2C(F)F
    -3.5% | -1
87) CCOC(=O)c1ccc2c(c1)N(Cc1ccccc1C)C(=O)c1ccccc1S2=O (stereo unspecified)
    nt | -16
64) CC(C)C(C(=O)Nc1sc2c(c1C#N)CCCCC2)N1C(=O)c2ccccc2C1=O (stereo unspecified)
    -7.3% | nt

# Reprinted at random: three compounds from above, in no set order.
# Value order – GlmU inhibition | RmlCD inh 1536
65) CCOc1ccc2c(c1)s/c(=N\S(=O)(=O)c1ccc(OC)cc1)n2C(F)F
    -3.5% | -1
85) COc1ccc(NC(=S)N2CCCCC2c2cccnc2)cc1 (stereo unspecified)
    -3.7% | 5
79) CCC1(C)CC(CC(=O)O)(c2ccccc2OC)CCO1 (stereo unspecified)
    ? | 12

# (cont.)
# Value order – GlmU inhibition | RmlCD inh 1536
91) CCC(C)NC(=O)c1ccc(CSCc2cccc(F)c2)o1 (stereo unspecified)
    -3.6% | -8
92) Cc1ccccc1-c1nc2ccccc2c(=O)n1C1CCS(=O)(=O)C1 (stereo unspecified)
    2.4% | nt
93) Cc1cc(C)cc(NC(=O)CSc2nc3c(c(=O)n2C)SC(C)C3)c1 (stereo unspecified)
    -0.9% | -3
94) Cc1nn(C)cc1/C=N\NC(=O)Cc1ccc([N+](=O)[O-])cc1
    -5.5% | -3
95) COc1cc(OC)c(OC)cc1CN1CCCC(C(=O)c2sccc2C)C1 (stereo unspecified)
    -2.8% | nt
96) COC(=O)C(Nc1nccs1)(OC)C(F)(F)F (stereo unspecified)
    nt | 12
97) COCCNC(=O)C(=O)N/N=C/c1ccc(C(=O)OC)cc1
    -0.4% | -12
98) O=C(CSc1nc2ccccc2c(=O)n1-c1ccc(SC(F)F)cc1)Nc1ccc(N2CCOCC2)cc1
    4.4% | -10
99) O=C(CSc1ncccc1C(=O)O)NC12CC3CC(CC(C3)C1)C2
    0.1% | 3
100) COc1ccc(C2OC(=O)c3ccccc3S2)cc1 (stereo unspecified)
    4.5% | nt
101) CC(=O)OC1CSc2nc3ccccc3n2C1 (stereo unspecified)
    -1.8% | 5
102) CC(=O)c1cccc(NC(=O)Nc2ccc(C(=O)N3CCCC3)cc2)c1
    3.0% | -7
103) O=C(CC1Nc2ccccc2NC1=O)Nc1cc(Cl)cc(Cl)c1 (stereo unspecified)
    0.2% | nt
104) COc1cccc(NC(=S)N(Cc2ccc(C(=O)O)cc2)Cc2ccc(OC)c(OC)c2)c1
    -2.3% | nt
105) O=C(CSC1=NCCS1)NC1CCCC1
    2.9% | nt
106) COc1ccc(NC(=S)Nc2cc(S(=O)(=O)N3CCCCC3)ccc2OC)cc1
    -2.5% | 5
107) C=CCN(C)NC(=O)Nc1ccccc1
    -2.0% | nt
108) C/C(CC(=O)Nc1ccccc1-c1ccccc1)=N\NC(=O)COc1ccc(C)cc1Br
    -2.9% | 30
109) O=C(COC(=O)CCC(=O)c1ccc(F)cc1)Nc1ccccc1
    2.4% | -4
110) Cc1cc(C)nc(N/C(=N\S(=O)(=O)Cc2ccccc2)Nc2cccc(Cl)c2C)n1
    -0.3% | nt
111) CCOC(=O)CCSc1n[nH]c(=S)s1
    nt | -1

# Screens: PubChem BioAssay, several laboratories
